Screens as filed in PubChem.
SUMO1-SIM PPI – alters human SUMO1 binding to SIM partners. P63165. AID 602429. 0.33% of 360,000 active. SUMO1 binding to a labelled peptide, TR-FRET, 1 h. inhibition, % at 20 µM; in the data active means inhibition above about 37%
Scp1 inh – blocks human Scp-1 phosphatase activity. inhibition, % at 20 µM. Recombinant Scp1, phosphopeptide, malachite green phosphate absorbance. 0.88% of 340,000 active;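 active means inhibition above about 50% at 20 µM, limit read from the data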;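 further: plate controls were DMSO wells with enzyme for no effect and wells lacking enzyme for full effect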
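Material – SCP-1 phosphatase catalytic domain, residues 76-261 · Buffer or medium – Acidic Tris acetate buffer with magnesium and detergent · Also added – Phospho 17-mer peptide substrate · Compound – single 20 µM dose, 1% DMSO · Times – 45 min room-temperature reaction, 5 min colour, 30 min stabiliser · Technique – Phosphate-binding colour reagent, absorbance read at 630 nm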
NRP1-CendR mod – alters CendR peptide binding to human NRP-1 | FAM-RPARPAR peptide binding to NRP-1, fluorescence polarization | inhibition, % at 25 µM | 0.85% of 360,000 active;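 active means inhibition or corrected inhibition above about 18%, plus a signal ratio from 0.5 to 1.5, limit read from the data, passing the limit was not always enough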; further: strong numbers were not always called active
NadD block – blocks S. aureus nicotinate mononucleotide adenylyltransferase; inhibition, % at 20 µM; purified NadD enzyme, colorimetric absorbance read-out; 0.78% of 360,000 active; in the data active means inhibition above about 26%; further: some compounds past the cut are filed as inactive
DNMT1 block – blocks human DNA methyltransferase DNMT1; P26358; DNMT1 molecular beacon, Hinp1I cleavage, fluorescence; inhibition (reported as % activation of signal), % at 10 µM; 0.83% of 360,000 active; AID 588458; in the data active means inhibition above about 50%
Target sequence (P26358 504-1616 limits assumed): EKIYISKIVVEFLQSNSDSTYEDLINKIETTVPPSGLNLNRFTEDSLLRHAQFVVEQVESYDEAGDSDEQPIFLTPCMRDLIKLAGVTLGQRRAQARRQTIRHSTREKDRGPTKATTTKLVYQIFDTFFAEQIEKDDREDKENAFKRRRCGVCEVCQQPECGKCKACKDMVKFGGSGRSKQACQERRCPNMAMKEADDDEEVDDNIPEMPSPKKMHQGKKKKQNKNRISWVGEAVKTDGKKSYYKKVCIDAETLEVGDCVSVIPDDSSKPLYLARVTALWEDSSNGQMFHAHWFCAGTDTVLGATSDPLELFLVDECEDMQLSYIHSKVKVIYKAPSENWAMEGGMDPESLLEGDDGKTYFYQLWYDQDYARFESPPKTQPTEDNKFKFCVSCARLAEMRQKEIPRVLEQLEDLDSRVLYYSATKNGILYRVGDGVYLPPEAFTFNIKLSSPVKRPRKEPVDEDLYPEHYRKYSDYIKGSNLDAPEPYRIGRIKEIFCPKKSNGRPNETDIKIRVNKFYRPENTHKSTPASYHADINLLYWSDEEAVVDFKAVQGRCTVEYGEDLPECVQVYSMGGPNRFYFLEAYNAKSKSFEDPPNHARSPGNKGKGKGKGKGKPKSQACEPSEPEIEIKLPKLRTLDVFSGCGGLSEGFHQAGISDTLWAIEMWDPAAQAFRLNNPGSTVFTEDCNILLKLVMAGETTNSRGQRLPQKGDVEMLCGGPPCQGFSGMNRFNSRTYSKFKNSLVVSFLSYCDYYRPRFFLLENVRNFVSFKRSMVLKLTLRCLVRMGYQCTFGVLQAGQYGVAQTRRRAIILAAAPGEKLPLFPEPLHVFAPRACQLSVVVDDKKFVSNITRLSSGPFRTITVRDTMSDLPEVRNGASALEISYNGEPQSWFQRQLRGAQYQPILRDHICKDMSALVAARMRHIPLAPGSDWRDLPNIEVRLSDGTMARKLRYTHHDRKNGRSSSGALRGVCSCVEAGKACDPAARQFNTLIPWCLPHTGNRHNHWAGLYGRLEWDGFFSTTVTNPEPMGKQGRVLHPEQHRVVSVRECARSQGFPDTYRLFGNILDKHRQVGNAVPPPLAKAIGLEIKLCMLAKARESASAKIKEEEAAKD
SKN-1 block – blocks SKN-1 activity in C. elegans. 0.49% of 360,000 active. AID 624304. inhibition, % at 21.8 µM. C. elegans VP596 Pgst-4::GFP/RFP ratio, acrylamide-induced, 24 h;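 active means interference check ratio from 0.5 to 1.5 plus GFP to RFP signal ratio inhibition reaching or exceeding a fixed threshold, cut at about 30% in these data, passing the limit was not always enough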; further: some compounds called inactive have numbers as strong as hits
MT1-MMP act inh – blocks activation of human MT1-MMP; GFP/RFP ratio change, % at 20 µM; P50281; HT1080 RFP-PRO-GFP cells, GFP/RFP ratio fluorescence, overnight; percent of plate control window, DMSO zero; 0.061% of 360,000 active;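 active means GFP/RFP ratio change of at least 30% with cell ATP level not reduced by more than half and red fluorescence within 50% of control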; further: strong numbers were not always called active
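Assay system – RFP-PRO-GFP reporter HT1080 cells · Compound dosing – single dose of 20 µM compound, 1% DMSO final · Incubation – overnight compound exposure at 37 °C · Measure – GFP/RFP fluorescence ratio · Benchmarks – DMSO wells and RFP-L50D-GFP cells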
STEP inh – STEP (human) phosphatase inhibition; inhibition, % at 20 µM; recombinant STEP, OMFP fluorogenic substrate, fluorescence; P54829; 0.25% of 360,000 active;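 active means inhibition at 20 µM, scaled per plate between control wells, above about 37%, limit read from the data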;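 further: 0% = DMSO with enzyme and substrate and 100% = substrate only without enzyme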
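System: isolated STEP enzyme; schedule: 20 min enzyme reaction at room temperature, protected from light; medium: Bis-Tris buffer pH 6.0, 2.5 mM DTT, 0.005% Tween 20; signal: fluorescence, 480/540 nm; dosing: single compound dose of 20 µM, 1% DMSO final; also added: OMFP substrate, 25 µM final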
Rpn11 inh – inhibitors of human proteasome Rpn11; human 26S proteasome, Ub4-pepOG fluorescence polarization; 20S core pre-blocked with epoxomicin; O00487; AID 588493; 0.59% of 360,000 active; calls only at 20 µM;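 active means inhibition at 20 µM, scaled to each plate's controls, above about 33%, limit read from the data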
LMPTP block – LMPTP (human) inhibition | 0.22% of 360,000 active | recombinant LMPTP-A, OMFP fluorogenic substrate, fluorescence intensity | AID 651560 | inhibition, % at 20 µM;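 active means compounds that cut the enzyme signal by at least half of the control window in the single-dose screen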;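 further: plate controls were DMSO wells with enzyme plus substrate for no effect and substrate without enzyme for full effect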
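Test system: LMPTP-A phosphatase enzyme. Amount: LMPTP-A at 0.625 nM final in the reaction. Reagent: OMFP substrate, 400 µM final. Times: 50 min at room temperature. Signal: endpoint fluorescence intensity from OMFP dephosphorylation. Read-out basis: % inhibition. Benchmarks: no-enzyme and uninhibited controls.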
The depositor's hits bear a star; i = inactive; x = no result given.

The opening 12 compounds as a preview:
SUMO1-SIM PPI	Scp1 inh	NRP1-CendR mod	NadD block	DNMT1 block	SKN-1 block	MT1-MMP act inh	STEP inh	Rpn11 inh	LMPTP block	compound
1	-2	15	3	1	9	10	-3	i	-1.2	CCN(CC)c1ccc(CN(C(=O)c2ccco2)C2CCS(=O)(=O)C2)cc1 (configuration not stated)
4	-4	4	-7	2	-4	-2	0	i	-0.8	COC(=O)Cn1cnc2scc(-c3ccc(C)cc3)c2c1=O
-1	-7	-3	13	6	-4	-1	-3	i	0.2	Cc1ccc(CC2C(=O)N(CC(=O)O)C(=O)C2C)cc1 (configuration not stated)
-2	-10	8	2	-3	-1	4	-1	i	-0.3	Cc1cc(-n2cnnn2)cc(C)c1S(=O)(=O)N(C)c1ccccc1
38	x	31*	41*	x	8	3	x	x	64*	COc1ccc2cc3[n+](cc2c1O)CCc1cc2c(cc1-3)OCO2
-2	-10	11	-11	-6	-12	5	3	i	-0.4	CC(NC(=O)c1cc(-c2cccs2)on1)c1ccccc1 (configuration not stated)
-4	-9	-5	3	-3	9	-1	-3	i	0.9	CC[C@@]12C(=O)N(c3cccc(Br)c3)C(=O)N1[C@H](c1ccc(Br)cc1)[C@@H]1C(=O)N(C(C)(C)C)C(=O)[C@@H]12
7	-4	-7	-3	1	16	5	-1	i	-0.6	OC[C@@H]1CC[C@@H](Cc2ccc(-c3ccccc3)cc2)O1
1	4	-2	-3	4	-2	15	-1	i	0.6	CCc1ccccc1NC(=S)Nc1cc(OC)c(NC(=O)C(C)C)cc1OC
1	-4	1	1	-3	1	-1	-1	i	-0.7	CCN(CC)Cc1cc(C(C)(C)C)cc(N2CCOCC2)c1O
0	-9	-2	-8	2	7	-1	0	i	1.0	COc1ccccc1C(=O)OCc1c(F)cccc1Cl
0	-5	-5	-4	5	-11	-6	-3	i	-1.5	CC(C)C(C(=O)NC(C)(C)C)N1C(=O)c2ccccc2C1=O (configuration not stated)

The listing, previewed entries included:
SUMO1-SIM PPI	Scp1 inh	NRP1-CendR mod	NadD block	DNMT1 block	SKN-1 block	MT1-MMP act inh	STEP inh	Rpn11 inh	LMPTP block	compound
1	-2	15	3	1	9	10	-3	i	-1.2	CCN(CC)c1ccc(CN(C(=O)c2ccco2)C2CCS(=O)(=O)C2)cc1 (configuration not stated)
4	-4	4	-7	2	-4	-2	0	i	-0.8	COC(=O)Cn1cnc2scc(-c3ccc(C)cc3)c2c1=O
-1	-7	-3	13	6	-4	-1	-3	i	0.2	Cc1ccc(CC2C(=O)N(CC(=O)O)C(=O)C2C)cc1 (configuration not stated)
-2	-10	8	2	-3	-1	4	-1	i	-0.3	Cc1cc(-n2cnnn2)cc(C)c1S(=O)(=O)N(C)c1ccccc1
38	x	31*	41*	x	8	3	x	x	64*	COc1ccc2cc3[n+](cc2c1O)CCc1cc2c(cc1-3)OCO2
-2	-10	11	-11	-6	-12	5	3	i	-0.4	CC(NC(=O)c1cc(-c2cccs2)on1)c1ccccc1 (configuration not stated)
-4	-9	-5	3	-3	9	-1	-3	i	0.9	CC[C@@]12C(=O)N(c3cccc(Br)c3)C(=O)N1[C@H](c1ccc(Br)cc1)[C@@H]1C(=O)N(C(C)(C)C)C(=O)[C@@H]12
7	-4	-7	-3	1	16	5	-1	i	-0.6	OC[C@@H]1CC[C@@H](Cc2ccc(-c3ccccc3)cc2)O1
1	4	-2	-3	4	-2	15	-1	i	0.6	CCc1ccccc1NC(=S)Nc1cc(OC)c(NC(=O)C(C)C)cc1OC
1	-4	1	1	-3	1	-1	-1	i	-0.7	CCN(CC)Cc1cc(C(C)(C)C)cc(N2CCOCC2)c1O
0	-9	-2	-8	2	7	-1	0	i	1.0	COc1ccccc1C(=O)OCc1c(F)cccc1Cl
0	-5	-5	-4	5	-11	-6	-3	i	-1.5	CC(C)C(C(=O)NC(C)(C)C)N1C(=O)c2ccccc2C1=O (configuration not stated)
-1	20	-2	-7	6	4	0	-2	i	1.1	O=C(CCS(=O)(=O)c1ccccc1)Nc1ccc2c(c1)OCO2
0	-2	0	-8	-1	-15	-2	-3	i	-0.4	Cc1ccc(Cn2nc(C)c(NC(=O)c3noc4c3CCCCC4)c2C)cc1
0	-7	-7	-4	0	-13	1	-4	i	-0.6	O=C(CCNc1n[nH]c(=O)[nH]c1=O)N1CCCCC1
0	-12	10	4	-2	19	11	3	i	-1.0	O=C(O)C1C2CCC(O2)C1C(=O)Nc1ccc(OC(F)F)cc1 (configuration not stated)
16	-4	-2	0	-1	16	-5	8	i	-1.3	CCCc1nc2oc3c(=O)[nH]cnc3c2c2c1CCCC2
5	0	4	4	-1	-12	-5	-3	i	-0.5	O=C(Nc1ccc2c(c1)CCC2)C1CCCN(c2ncccn2)C1 (configuration not stated)
-1	-12	13	-5	-4	13	1	0	i	1.9	C=C(c1ccccc1)c1ccc(N(C)C)cc1
-4	6	-6	-5	0	2	4	-2	i	-2.5	CN(C)S(=O)(=O)c1ccc(NC(=O)CSc2nnnn2C)cc1

SUMO1-SIM PPI	Scp1 inh	NRP1-CendR mod	NadD block	DNMT1 block	SKN-1 block	MT1-MMP act inh	STEP inh	Rpn11 inh	LMPTP block	compound
-19	x	-2	7	-4	1	-1	2	i	25	CN(C)CCN(C)C1CN(Cc2ccc([N+](=O)[O-])cc2)S(=O)(=O)C1 (configuration not stated)
-15	-10	-7	-1	-1	20	2	0	i	-1.2	Cc1ccccc1Cn1cc(NC(=O)CCCn2nc([N+](=O)[O-])cc2C)cn1
-1	3	1	-2	-2	-15	0	-10	i	-0.3	CCOC(=O)C1CCN(C(=O)C23CC4CC(CC(C4)C2)C3)CC1
-2	-16	-2	3	0	-11	3	-1	i	2.1	O=C(N/N=C/c1ccc(O)cc1O)NC12CC3CC(CC(C3)C1)C2
-14	-5	-14	-7	-14	6	3	-1	i	-1.6	CC(=O)Nc1ccc(/C=C/c2ccc3c([N+](=O)[O-])cccc3n2)cc1
1	-3	-6	-5	-1	-5	1	-7	i	-1.8	O=C1CC(NC(=O)C(F)(F)F)c2cc3c(cc21)OCO3 (configuration not stated)
-21	-2	7	3	-5	9	3	2	i	2.4	O=C(c1cccc2ccccc12)N1CCN(c2ccc([N+](=O)[O-])c(N3CCOCC3)c2)CC1
-16	4	-47	-1	-2	-11	-2	2	i	0.7	O=[N+]([O-])c1ccc2nc(NS(=O)(=O)c3ccccc3[N+](=O)[O-])sc2c1
-8	-14	-1	5	2	-10	4	3	i	-0.3	C=CCN1CC(=O)N2C(C)c3[nH]c4ccccc4c3C[C@H]2C1=O (some centres not stated)
2	-5	-2	-1	3	3	3	-2	i	-0.7	Cc1ccc(C2(C)NC(=O)N(CC(=O)N3CC(=O)Nc4ccccc43)C2=O)cc1 (configuration not stated)
-13	-2	-1	3	-3	-5	7	0	i	0.4	COc1ccccc1NS(=O)(=O)c1ccc(NC(=O)c2[nH]nc(OC)c2[N+](=O)[O-])cc1
5	1	-4	0	-10	4	2	2	i	-1.4	CCC1CCCCN1C(=O)COc1ccccc1NC(C)=O (configuration not stated)
-22	-9	4	4	1	-1	1	1	i	-0.5	COC(=O)CCN(C(=O)c1cc([N+](=O)[O-])cc([N+](=O)[O-])c1)c1ccccn1
0	-9	21	-2	-4	-10	2	0	i	-0.9	C/C(CC(=O)N(C(C)C)C(C)C)=N\NC(=O)COc1ccc(Br)cc1Br
0	-7	11	2	2	-2	1	0	i	-0.8	CC1(C)Cc2nc(N)c(=O)sc2C1
-3	1	2	4	11	-3	-2	-1	i	2.6	O=C(O)c1ccccc1/C=N/N1CCN(C2c3ccccc3-c3ccccc32)CC1
-1	-8	-8	3	1	3	2	0	i	0.7	O=C(CCCOc1ccc(Cl)cc1)N1CCCCC1
3	-7	2	-7	-3	-7	0	1	i	-0.5	CCNC(=S)NNC(=O)c1ccc(=O)n(Cc2ccccc2)c1
2	x	-1	3	4	-4	-1	-1	i	-1.2	CC1(C(=O)NS(=O)(=O)C2CC2)CCCN(C(=O)c2ccc3c(c2)OCO3)C1 (configuration not stated)
0	-13	0	-4	-3	-6	-1	-5	i	-1.7	COc1ccc(CNC(=O)CCCn2c(SCC#N)nc3cc4c(cc3c2=O)OCO4)cc1

SUMO1-SIM PPI	Scp1 inh	NRP1-CendR mod	NadD block	DNMT1 block	SKN-1 block	MT1-MMP act inh	STEP inh	Rpn11 inh	LMPTP block	compound
0	-5	-2	0	-16	2	-1	-6	i	-1.2	CN(C)C(=O)COC(=O)[C@H](Cc1ccccc1)NC(=O)c1ccco1
2	-4	-11	0	7	-12	8	-2	i	-1.8	Cn1c(=O)c2c(nc(NCc3ccccc3)n2C)n(C)c1=O
2	-3	-10	-4	2	-5	0	0	i	-0.7	O=C(Cn1cc(C(=O)c2ccco2)c2ccccc21)NCc1ccco1
-16	16	-1	-9	9	14	-1	0	i	-0.2	Cc1ccc(C)c(NC(=O)CN(C)C(=O)c2ccc(-c3ccc(Cl)cc3)o2)c1
-3	-7	3	-1	1	-1	-3	11	i	0.5	COC(=O)c1ccc(C(NC(=O)c2cccnc2)NC(=O)c2cccnc2)cc1
-4	-9	-4	-9	-1	15	4	-4	i	-0.9	O=C(CNC(=O)c1ccccc1)NCC(=O)OCC(=O)c1ccc(F)cc1
2	-4	8	0	1	-3	-7	1	i	0.0	C/C(=N\N=C(N)N)c1cc(Cl)ccc1Cl
9	-9	2	-2	-1	-7	4	2	i	-1.1	COc1cccc(-c2cc(C(=O)NCC3CCCO3)on2)c1 (configuration not stated)
-5	-5	8	-3	3	-2	2	3	i	-0.1	CCOc1ccc(S(=O)(=O)NCc2ccccc2)cc1C(N)=O

Record cards, as listed above:
Cc1ccc(C)c(NC(=O)CN(C)C(=O)c2ccc(-c3ccc(Cl)cc3)o2)c1 is listed as SUMO1-SIM PPI = -16; Scp1 inh = 16; NRP1-CendR mod = -1; NadD block = -9; DNMT1 block = 9; SKN-1 block = 14; MT1-MMP act inh = -1; STEP inh = 0; Rpn11 inh = i; LMPTP block = -0.2
Cn1c(=O)c2c(nc(NCc3ccccc3)n2C)n(C)c1=O is listed as SUMO1-SIM PPI = 2; Scp1 inh = -4; NRP1-CendR mod = -11; NadD block = 0; DNMT1 block = 7; SKN-1 block = -12; MT1-MMP act inh = 8; STEP inh = -2; Rpn11 inh = i; LMPTP block = -1.8
